RNase H inhibition: RNase H inhibition, HIV 1 Gag Pol polyprotein, FRET biochemical assay, screening (AID 372). inhibition, % at 10 µM, or IC50 in µM where a hit was titrated. 0.77% of 100,000 active. HIV-1 RT RNase H, FRET RNA/DNA substrate fluorescence; higher % means a stronger effect; in the data active = inhibition above about 50%
* marks the source's active call; other numbers are inactive results.

#1 CCOc1ccc(N(CC(=O)Nc2cccc(Br)c2)S(C)(=O)=O)cc1
  RNase H inhibition: 12%
#2 CC(O)CNC(=O)C(=O)Nc1ccc(N(C)C)cc1 (stereo not given)
  RNase H inhibition: 0%
#3 Cc1cc(C)c(NC(=O)C(C)SCC(=O)Nc2ccc3ccccc3c2)c(C)c1 (stereo not given)
  RNase H inhibition: 9%
#4 CC12CC3CC(C)(C1)CC(CNC(=O)COc1ccccc1)(C3)C2
  RNase H inhibition: 9%
#5 COCCN1C(=O)C(=O)/C(=C(/O)c2ccccc2)C1c1cccc(OC)c1 (stereo not given)
  RNase H inhibition: 2%
#6 CC1(C)CC(=O)C(N=Nc2cc(C(=O)Nc3ccccc3)ccc2Cl)=C(O)C1
  RNase H inhibition: 15%
#7 CC(=O)NC(c1ccc([N+](=O)[O-])cc1)c1c(O)ccc2ccccc12 (stereo not given)
  RNase H inhibition: 13%
#8 CCOc1ccc(NC(=O)C(=O)Nc2cccc(C(F)(F)F)c2)cc1
  RNase H inhibition: 10%
#9 CCOC(=O)c1c(N)sc(C(=O)Nc2ccc3c(c2)OCO3)c1C
  RNase H inhibition: 22%
#10 O=C1CCC(=O)N1Oc1c(F)c(F)c(C(F)(F)F)c(F)c1F
  RNase H inhibition: 0%

#11 O=S(=O)(NN=C1CCCCCC1)c1ccccc1
  RNase H inhibition: 0%
#12 COc1cc(OC)cc(C(=O)N2CCN(Cc3ccccc3C)CC2)c1
  RNase H inhibition: 6%
#13 C=CCc1ccc(OCC(O)CN2C(C)CCCC2C)c(OC)c1 (stereo not given)
  RNase H inhibition: 10%
#14 COc1ccc(NC(=O)CCC(=O)N/N=C/c2cc(Cl)ccc2O)cc1
  RNase H inhibition: 0%
#15 C/C(=N\OCC(=O)N/N=C/c1ccccc1NS(=O)(=O)c1ccc(C)cc1)c1cccs1
  RNase H inhibition: 9%
#16 Cc1ccc(NC(=O)c2ccc(Oc3ccc([N+](=O)[O-])cc3)cc2)cc1C
  RNase H inhibition: 14%
#17 O=C(O)COc1ccc(Br)cc1/C=N/NC(=O)/C(=C/c1ccccc1)NC(=O)c1ccccc1
  RNase H inhibition: 2%
#18 CCOc1cccc(CN2CCC(C(=O)N(CC)Cc3ccccc3)CC2)c1O
  RNase H inhibition: 15%
#19 Cc1ccc(NC(=O)ON=C(c2ccccc2)c2ccccc2)cc1
  RNase H inhibition: 0%
#20 CSCCC(NC(=O)/C(=C\c1cccc([N+](=O)[O-])c1)NC(=O)c1ccccc1)C(=O)O (stereo not given)
  RNase H inhibition: 6%

Of the compounds above, two contain fluorine.
#8 CCOc1ccc(NC(=O)C(=O)Nc2cccc(C(F)(F)F)c2)cc1
  RNase H inhibition: 10%
#10 O=C1CCC(=O)N1Oc1c(F)c(F)c(C(F)(F)F)c(F)c1F
  RNase H inhibition: 0%

Next section:
#21 CC(C)(C)c1cc2c(c(C(C)(C)C)c1)OCN(CC(=O)O)C2
  RNase H inhibition: 0%
#22 COc1cccc(/C=N/NC(=O)C(O)c2ccccc2)c1 (stereo not given)
  RNase H inhibition: 5%
#23 COc1ccc(S(=O)(=O)N(CC(=O)Nc2ccccc2C(F)(F)F)Cc2ccccc2)cc1OC
  RNase H inhibition: 5%
#24 O=C(NCc1cccnc1)c1ccc(NC(=S)NC(=O)c2cccs2)cc1
  RNase H inhibition: 5%
#25 Cc1cc(-n2cc(C=O)c(-c3ccccc3)n2)nc2ccccc12
  RNase H inhibition: 6%
#26 O=C(c1ccccc1F)N(Cc1ccccc1)Cc1ccccc1
  RNase H inhibition: 0%
#27 O=C1NC(=O)N(c2cccc(Cl)c2)C(=O)/C1=C\c1ccc(-c2ccccc2C(=O)O)o1
  RNase H inhibition: 22%
#28 COCC(C)NCc1cc(OC)c(OC)cc1OC (stereo not given)
  RNase H inhibition: 0%
#29 O=C(Nc1ccc(N2CCOCC2)cc1)c1ccc(Br)cc1
  RNase H inhibition: 1%
#30 COC(=O)c1ccc(C2Nc3ccccc3NC3=C2C(=O)CC(c2ccccc2)C3)cc1 (stereo not given)
  RNase H inhibition: 1%

#31 COc1ccc(C(=O)N/N=C/C2CC3CCC2C3)cc1OC (stereo not given)
  RNase H inhibition: 3%
#32 CC(=O)Nc1cccc(NS(=O)(=O)c2ccc([N+](=O)[O-])cc2)c1
  RNase H inhibition: 11%
#33 O=C(Cn1cc(/C=C2/C(=O)NC(=O)N(c3ccccc3F)C2=O)c2ccccc21)Nc1ccccc1
  RNase H inhibition: 29%
#34 Cc1cccc(OCC(=O)NC(=S)Nc2ccc(-c3nc4ccccc4o3)cc2)c1
  RNase H inhibition: 34%
#35 O=C(CN(c1ccccc1)S(=O)(=O)c1ccccc1)NCc1ccccn1
  RNase H inhibition: 0%
#36 CCCNS(=O)(=O)c1ccccc1[N+](=O)[O-]
  RNase H inhibition: 17%
#37 CCOC(=O)C1C(=O)CC(O)(c2ccc(Cl)cc2)CC1C=C(Cl)Cl (stereo not given)
  RNase H inhibition: 4%
#38 CCOC(=O)c1c(NC(=O)c2cccc(F)c2)sc(C(=O)N(CC)CC)c1C
  RNase H inhibition: 4%
#39 Cn1c(O)c(N=NC(=O)C2COc3cc4ccccc4cc3O2)c2ccccc21 (stereo not given)
  RNase H inhibition: 50%*
#40 COc1ccc(C(=O)Nc2ccc(F)cc2)cc1
  RNase H inhibition: 1%

#41 COc1cccc(N2C(=O)CC(N3CCN(Cc4ccc5c(c4)OCO5)CC3)C2=O)c1 (stereo not given)
  RNase H inhibition: 0%
#42 O=C1NN(c2ccc(Br)cc2)C(=O)/C1=C/c1cc2c(cc1[N+](=O)[O-])OCO2
  RNase H inhibition: 19%
#43 CCOc1cc(C=O)cc(Br)c1OC(C)C
  RNase H inhibition: 1%
#44 Cc1cc(C)n(-c2nc(-c3ccccc3)cc(-c3ccc(F)cc3)n2)n1
  RNase H inhibition: 7%
#45 O=c1[nH]c(O)c(C=NCc2ccc(Cl)c(Cl)c2)c(=O)[nH]1
  RNase H inhibition: 14%
#46 Cc1cccc(C)c1NC(=O)c1ccc(N(C)S(=O)(=O)c2ccccc2)cc1
  RNase H inhibition: 57%*
#47 CCCC(=NC(C)C)C1=C(O)CC(C)(C)CC1=O
  RNase H inhibition: 3%
#48 Nc1nonc1/C(=N/O)N1CCN(c2ccc(C(F)(F)F)cc2[N+](=O)[O-])CC1
  RNase H inhibition: 16%
#49 Cc1cccc(C)c1OCCOc1ccccc1/C=C1\SC(=O)NC1=O
  RNase H inhibition: 12%
#50 COc1cc(/C=N/NC(=O)c2cc(C)[nH]n2)ccc1O
  RNase H inhibition: 12%

Single values from the entries so far.
Value for `Cc1cc(C)n(-c2nc(-c3ccccc3)cc(-c3ccc(F)cc3)n2)n1` under RNase H inhibition: 7%
Value for `Nc1nonc1/C(=N/O)N1CCN(c2ccc(C(F)(F)F)cc2[N+](=O)[O-])CC1` under RNase H inhibition: 16%
Value for `COc1cccc(N2C(=O)CC(N3CCN(Cc4ccc5c(c4)OCO5)CC3)C2=O)c1` (stereo not given) under RNase H inhibition: 0%
Value for `CCOc1cc(C=O)cc(Br)c1OC(C)C` under RNase H inhibition: 1%

Next entries follow.
#51 Cc1cc(=O)oc2cc(OCC(=O)c3ccc(F)cc3)ccc12
  RNase H inhibition: 13%
#52 CCOC(=O)C1=C(C)N=c2s/c(=C\c3ccc(O)c(Br)c3)c(=O)n2C1c1ccc(SC)cc1 (stereo not given)
  RNase H inhibition: 9%
#53 COc1cc(NC(=O)C23CC4CC(CC(C4)C2)C3)c(OC)cc1Cl
  RNase H inhibition: 1%
#54 CCOC(=O)N1CCN(C(=O)CN(c2cccc(Cl)c2C)S(C)(=O)=O)CC1
  RNase H inhibition: 2%
#55 CN1C(=O)NC(=O)/C(=C\c2ccc(OCC(=O)O)c(Br)c2)C1=O
  RNase H inhibition: 8%
#56 CC1=NN(C(=O)Cc2ccccc2)C(O)(c2ccc(Br)cc2)C1 (stereo not given)
  RNase H inhibition: 0%
#57 O=C1c2cccc3cccc(c23)C(=O)N1C1CCCCC1
  RNase H inhibition: 0%
#58 CN1CCN(C(=O)C23CC4CC(CC(C4)C2)C3)CC1
  RNase H inhibition: 0%
#59 COc1ccc(/C=C/C(=O)Nc2nc3ccccc3s2)cc1S(=O)(=O)N1CCCCC1
  RNase H inhibition: 1%
#60 Cc1cccc(N2CC(=O)NC2=O)c1
  RNase H inhibition: 16%

#61 O=C1N=c2ccc([N+](=O)[O-])cc2=C1c1sc(=Nc2ccccc2)n(-c2ccccc2)c1O
  RNase H inhibition: 6%
#62 COc1ccc(Br)cc1/C=N/c1ncn[nH]1
  RNase H inhibition: 30%
#63 Clc1ccc(CSc2nc3ncccc3[nH]2)cc1Cl
  RNase H inhibition: 10%
#64 Cc1cccc(N2C(=O)c3cccc4c(N5CCCCC5)ccc(c34)C2=O)c1
  RNase H inhibition: 16%
#65 CCN(CC)c1ccc(NC(=O)C(C)Oc2ccc(Cl)cc2Cl)cc1 (stereo not given)
  RNase H inhibition: 20%
#66 CCOc1ccc(/C=N\NC(=O)C2CC(=O)N(c3ccc(C)cc3)C2)cc1 (stereo not given)
  RNase H inhibition: 7%
#67 COc1ccc(OCC(=O)Nc2cc3oc4ccccc4c3cc2OC)cc1
  RNase H inhibition: 2%
#68 COc1ccc(Br)cc1/C=C/C(=O)Nc1cc([N+](=O)[O-])ccc1F
  RNase H inhibition: 13%
#69 CCc1c(O)nc(SCC(=O)N2CCOCC2)n(-c2ccccc2C)c1=O
  RNase H inhibition: 3%
#70 COc1cc(/C=C2/SC(=S)N(CC(=O)O)C2=O)cc([N+](=O)[O-])c1O
  RNase H inhibition: 20%

Sorted by molar mass (rising): part of the list above.
#62 COc1ccc(Br)cc1/C=N/c1ncn[nH]1
  RNase H inhibition: 30%
#63 Clc1ccc(CSc2nc3ncccc3[nH]2)cc1Cl
  RNase H inhibition: 10%
#69 CCc1c(O)nc(SCC(=O)N2CCOCC2)n(-c2ccccc2C)c1=O
  RNase H inhibition: 3%
#68 COc1ccc(Br)cc1/C=C/C(=O)Nc1cc([N+](=O)[O-])ccc1F
  RNase H inhibition: 13%

Another view of some results above.
| entry | molecule | RNase H inhibition |
| --- | --- | --- |
| 62 | COc1ccc(Br)cc1/C=N/c1ncn[nH]1 | 30% |
| 63 | Clc1ccc(CSc2nc3ncccc3[nH]2)cc1Cl | 10% |
| 64 | Cc1cccc(N2C(=O)c3cccc4c(N5CCCCC5)ccc(c34)C2=O)c1 | 16% |
| 65 | CCN(CC)c1ccc(NC(=O)C(C)Oc2ccc(Cl)cc2Cl)cc1 (stereo not given) | 20% |
| 66 | CCOc1ccc(/C=N\NC(=O)C2CC(=O)N(c3ccc(C)cc3)C2)cc1 (stereo not given) | 7% |
| 67 | COc1ccc(OCC(=O)Nc2cc3oc4ccccc4c3cc2OC)cc1 | 2% |

More records
#71 CC(=O)C(C(=O)Nc1ccc(F)cc1)C(c1ccc(Cl)cc1Cl)C(C#N)C#N (stereo not given)
  RNase H inhibition: 7%
#72 COC(=O)C1=C(C)NC2=C(C(=O)c3ccccc32)C1c1cccc([N+](=O)[O-])c1 (stereo not given)
  RNase H inhibition: 14%
#73 COc1ccccc1/C=C/C(=O)c1ccc2c(c1)OCCO2
  RNase H inhibition: 22%
#74 O=C(NN=C1CCC(c2ccccc2)CC1)c1cccc(Br)c1 (stereo not given)
  RNase H inhibition: 10%
#75 COc1ccc(NC(=O)c2ccc(Nc3nc(-c4ccccc4)c4cc(Cl)ccc4n3)cc2)cc1
  RNase H inhibition: 9%
#76 C=CCOc1ccc2c(C)cc(=O)oc2c1I
  RNase H inhibition: 0%
#77 CC1(C)CC(=O)C=C(NNC(=O)Cc2ccccc2)C1
  RNase H inhibition: 11%
#78 COC(=O)C1=CN(C2CC2)C=C(C(=O)OC)C1c1ccccc1Cl
  RNase H inhibition: 26%
#79 COc1cccc(OCCOc2ccccc2)c1
  RNase H inhibition: 8%
#80 CCc1cccc(NC(=O)Cc2ccccc2)c1
  RNase H inhibition: 1%

High-throughput results (PubChem BioAssay)

Some of the compounds tested, so the mix of outcomes need not match the whole.
